procasp3 activ – activates human procaspase-3. P42574. recombinant procaspase-3 D3A, Ac-DEVD-pNA absorbance 405 nm. activation, % at 8.5 µM. 330,000 tested, 0.11% active. AID 463141;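 active = activation above the mean of all tested compounds plus 3 SD, cut at about 21% in these data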;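 note: 0% = DMSO alone and 100% = DMSO wells spiked with extra 5 µM PC-3 D3A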
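material = Procaspase-3 D3A mutant | probe or stimulus = Ac-DEVD-pNA | compound = single dose, 8.5 µM nominal compound, 0.8% DMSO | timing = 1 h preincubation, 2 h reaction | measured by = 405 nm absorbance of p-nitroaniline, reads at 0 and 120 min | benchmarks = DMSO-only low control, 5 µM PC-3 D3A high control | repeats = singlicate, each compound tested once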
EBNA-1 inh – blocks EBNA-1 binding to DNA; EBNA-1 DNA binding, fluorescence polarization; 300,000 tested, 0.34% active; inhibition, % at 14.8 µM; in the data active = inhibition above about 28%
AHR activator – activates the human aryl hydrocarbon receptor; P35869; AHR-responsive luciferase reporter cells, luminescence; activation, % at 5 µM; 320,000 tested, 2.5% active; in the data active = activation above about 47%;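 note: 0% = vehicle wells and 100% = reference agonist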
proCasp7 act – counter-screen: procaspase-7 (human) activation; activation, % at 8.5 µM; P55210; 330,000 tested, 0.093% active; recombinant procaspase-7, Ac-DEVD-pNA absorbance 405 nm; D23A/D198A/D206A triple mutant, cannot self-cleave; scale: DMSO 0, 5 µM enzyme 100;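 active = percent activation above the screen-wide mean plus 3 SD, cut at about 25% in these data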
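Assay system: Uncleavable procaspase-7 mutant enzyme; Input: 2 µM procaspase-7 mutant as dispensed; Also added: DEVD-pNA substrate; Medium: Zinc-free HEPES pH 7.4 with 300 mM NaCl, 0.01% Triton X-100; Timing: 1 h compound preincubation, 2 h substrate cleavage, 25 °C; Measured by: Epi-absorbance of released pNA at 405 nm, two timepoints.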
RPL19A-GFP yeast – yeast TOR pathway RPL19A-GFP modulation; S. cerevisiae RPL19A-GFP strain, flow cytometry, 3 h; active compounds read low; percent response vs DMSO, % at 10 µM; 330,000 tested, 0.3% active; AID 2025;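 active = percent response vs DMSO below 50%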;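 note: median channel GFP fluorescence of the barcoded RPL19A-GFP strain; ratio of sample median GFP to plate DMSO average so 100% = DMSO; lower means less RPL19A-GFP as with rapamycin TOR inhibition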
LAP4-GFP MLPCN – modulators of TOR pathway LAP4-GFP in S. cerevisiae; S. cerevisiae LAP4-GFP multiplex, flow cytometry GFP, 3 h; median GFP as percent of DMSO wells; GFP response vs DMSO, % at 10 µM; 320,000 tested, 0.34% active;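 active = GFP response vs DMSO above a set limit, about the screen mean plus 3 SD, cut at about 150% in these data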
ZTA DNA inh – blocks Epstein-Barr virus ZTA, an EBNA-1 counter-screen | P03206 | ZTA-DNA binding, fluorescence polarization | inhibition, % at 11 µM | 320,000 tested, 0.15% active | AID 2234; in the data active = inhibition above about 33%
MEP2-GFP yeast – yeast TOR pathway MEP2-GFP modulation. 330,000 tested, 0.51% active. S. cerevisiae MEP2-GFP strain, flow cytometry GFP, 3 h; 100% = DMSO control level. GFP response vs DMSO, % at 10 µM. AID 2016;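 active = GFP response versus DMSO above a set limit, roughly screen mean plus 3 SD, cut at about 180% in these data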;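 note: median GFP fluorescence of the barcode-gated MEP2-GFP cells per well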
* marks the source's active call; other numbers are inactive results; . = not tested or not shown; [ ] = another dose, or the depositor's remark.

Sample of the layout, 7 compounds:
SMILES | procasp3 activ | EBNA-1 inh | AHR activator | proCasp7 act | RPL19A-GFP yeast | LAP4-GFP MLPCN | ZTA DNA inh | MEP2-GFP yeast
Cc1ccc(C(=O)OCc2nc3ccccc3s2)o1 | 12 | 10 | 13 | 7 | 97 | 130 | 8 | 92
COC(=O)NNC(=O)C(C)Oc1ccc(Cl)cc1Cl (stereo unspecified) | -6 | -4 | 0 | 6 | 105 | 94 | -12 | 99
CN(C)CCN(C(=O)CCS(=O)(=O)c1ccccc1)c1nc2c(F)cccc2s1 | -2 | 18 | 5 | -4 | 95 | 109 | -10 | 102
COc1cccc(Oc2ccc(C(F)(F)F)cc2N)c1 | 4 | 9 | 0 | 2 | 102 | 76 | 0 | 107
Cc1ccc(S(=O)(=O)CCC(=O)Nc2nc3c(s2)CCCC3)cc1 | 7 | 7 | 5 | 9 | 91 | 92 | -1 | 90
CCn1c(-c2sc(-c3ccccc3)nc2C)n[nH]c1=S | -9 | -2 | 81* | -14 | 100 | 113 | -5 | 116
CN(CC(=O)Nc1ccc(Cl)cc1)C(=O)c1ccc(COc2ccccc2)cc1 | 5 | . | 1 | -5 | 100 | 110 | 11 | 101

The list itself, repeating the preview:
SMILES | procasp3 activ | EBNA-1 inh | AHR activator | proCasp7 act | RPL19A-GFP yeast | LAP4-GFP MLPCN | ZTA DNA inh | MEP2-GFP yeast
Cc1ccc(C(=O)OCc2nc3ccccc3s2)o1 | 12 | 10 | 13 | 7 | 97 | 130 | 8 | 92
COC(=O)NNC(=O)C(C)Oc1ccc(Cl)cc1Cl (stereo unspecified) | -6 | -4 | 0 | 6 | 105 | 94 | -12 | 99
CN(C)CCN(C(=O)CCS(=O)(=O)c1ccccc1)c1nc2c(F)cccc2s1 | -2 | 18 | 5 | -4 | 95 | 109 | -10 | 102
COc1cccc(Oc2ccc(C(F)(F)F)cc2N)c1 | 4 | 9 | 0 | 2 | 102 | 76 | 0 | 107
Cc1ccc(S(=O)(=O)CCC(=O)Nc2nc3c(s2)CCCC3)cc1 | 7 | 7 | 5 | 9 | 91 | 92 | -1 | 90
CCn1c(-c2sc(-c3ccccc3)nc2C)n[nH]c1=S | -9 | -2 | 81* | -14 | 100 | 113 | -5 | 116
CN(CC(=O)Nc1ccc(Cl)cc1)C(=O)c1ccc(COc2ccccc2)cc1 | 5 | . | 1 | -5 | 100 | 110 | 11 | 101
CC1(Br)C2CCCC1C2S(=O)(=O)c1ccccc1 (stereo unspecified) | 2 | -12 | 1 | -3 | 105 | 105 | -6 | 107
C=CCNC(=O)c1ccc2c3n(nc2c1)-c1ccccc1CO3 | 2 | 4 | -11 | 4 | 103 | 112 | -6 | 94
CCOC(=O)c1cnn(-c2ccccc2)c1-n1cccc1C(=O)C(=O)Nc1ccccc1 | 1 | -5 | 16 | 9 | 94 | 87 | 3 | 91
COC(=O)Cn1ncc2c(C)n(Cc3ccccc3)c(C)c2c1=O | 4 | 1 | 0 | 5 | 91 | 101 | 11 | 91
CN=C1SC(CC(=O)Nc2sc3c(c2C#N)CCCC3)C(=O)N1C (stereo unspecified) | 0 | -13 | 5 | -4 | 95 | 97 | 9 | 101
Cc1ccc(N=Cc2sc(O)c3ccccc23)c(C)c1 | -16 | 3 | 8 | -16 | 103 | 104 | 7 | 106
COc1cccc(COC(=O)c2cc(S(=O)(=O)N3CCCCC3)ccc2N2CCOCC2)c1OC | 3 | -12 | 1 | 0 | 97 | 103 | -25 | 99
CC(=O)Oc1ccccc1C1OC(=O)c2ccccc2N1C(C)=O (stereo unspecified) | 5 | -12 | 8 | -5 | 99 | 98 | 7 | 100
COC(=O)c1c(C)oc(C)c1S(=O)(=O)NC(c1ccccc1)c1ccccc1 | 10 | -5 | -2 | 1 | 94 | 117 | 9 | 95
C=CCc1c(C)nc(SCc2ccccc2)[nH]c1=O | -6 | -5 | 4 | 1 | 102 | 84 | 2 | 99
O=C(Cc1ccsc1)N1CCN(S(=O)(=O)c2cc(C(F)(F)F)cc(C(F)(F)F)c2)CC1 | 11 | -17 | 1 | 0 | 113 | 74 | 18 | 98
Nc1nc(COc2ccccc2C=O)nc(Nc2ccccc2)n1 | -3 | 9 | 9 | 7 | 94 | 105 | 1 | 95
COc1ccc(CCNC(=O)c2cc(=O)c3cc(C)ccc3o2)cc1OC | -2 | -10 | 8 | -10 | 99 | 97 | -17 | 101

As a working copy, 2 of the compounds above:
SMILES | procasp3 activ | EBNA-1 inh | AHR activator | proCasp7 act | RPL19A-GFP yeast | LAP4-GFP MLPCN | ZTA DNA inh | MEP2-GFP yeast
CC(=O)Oc1ccccc1C1OC(=O)c2ccccc2N1C(C)=O (stereo unspecified) | 5 | -12 | 8 | -5 | 99 | 98 | 7 | 100
COC(=O)c1c(C)oc(C)c1S(=O)(=O)NC(c1ccccc1)c1ccccc1 | 10 | -5 | -2 | 1 | 94 | 117 | 9 | 95

Later entries.
SMILES | procasp3 activ | EBNA-1 inh | AHR activator | proCasp7 act | RPL19A-GFP yeast | LAP4-GFP MLPCN | ZTA DNA inh | MEP2-GFP yeast
CCOc1cc(C(=O)NCc2ccncc2)cc(OCC)c1OCC | -2 | 13 | 20 | 6 | 89 | 92 | -12 | 93
CN(C)CCCNC(=S)N1CCn2c(nc3ccccc32)C1 | -3 | -1 | 9 | 1 | 102 | 93 | -15 | 105
O=C(NCc1ccco1)c1ccc(Cl)c(S(=O)(=O)Nc2ccccc2)c1 | -10 | -9 | 2 | 9 | 91 | 98 | 3 | 99
COc1ccccc1CCNC(=O)CNC(=O)Cc1cccc2ccccc12 | -3 | -15 | 12 | -4 | 96 | 105 | 0 | 97
COc1ccc(CN2CCN(C(=O)c3ccccc3F)CC2)c(OC)c1OC | 2 | 0 | 0 | -1 | 100 | 96 | -3 | 95
CC(=O)c1cn(C)c(=O)n(C)c1=O | -5 | 6 | 0 | 3 | 106 | 95 | 6 | 100
CC(=O)SC(C[N+](=O)[O-])c1cn(C(C)=O)c2ccccc12 (stereo unspecified) | -20 | -17 | 63* | -12 | 93 | 229* | -31 | 98
Cc1ccc(N/C(N)=N/c2nc(CSc3nnc(N)s3)cc(=O)[nH]2)cc1 | -8 | 6 | 25 | 13 | 97 | 102 | 0 | 100
CCOc1ccccc1C1C(C(=O)Nc2ccccc2OC)=C(C)Nc2nc(CCCO)nn21 (stereo unspecified) | 3 | 5 | 2 | 3 | 104 | 110 | 0 | 108
O=C(c1ccco1)N1CCN(C(=O)c2cc3sccc3n2Cc2ccccc2)CC1 | 3 | 6 | 1 | -7 | 98 | 100 | -13 | 94
COc1ccnc(Oc2ccc(F)cc2)c1C(=O)N/C=N/OCc1ccc(F)cc1Cl | 6 | 1 | 1 | 11 | 97 | 100 | 4 | 100
Fc1ccc(CN2CCSCC2)cc1Br | -2 | -8 | -3 | 0 | 100 | 100 | 0 | 107
CCOc1ccc(NC(=O)/C(C=Nc2ccccc2)=C(\C)O)cc1 | -5 | -14 | -7 | -1 | 98 | 106 | -4 | 104
COc1ccc([N+](=O)[O-])cc1NC(=O)c1cncc(Br)c1 | 5 | 8 | 70* | 3 | 104 | 98 | 5 | 103
CCCCCn1c(=N)c(S(=O)(=O)c2ccc(Br)cc2)cc2c(=O)n3cccc(C)c3nc21 | 4 | 8 | 1 | 10 | 97 | 115 | 9 | 106
Cc1sc2ccccc2[n+]1CC(=O)c1ccccc1 | -23 | -1 | 21 | -26 | 94 | 92 | 7 | 87
CN(CC(=O)O)c1ccc(S(=O)(=O)N2CCOCC2)cc1[N+](=O)[O-] | -12 | -10 | -1 | 0 | 96 | 101 | -22 | 100
CCCn1nc(C(=O)Nc2nc3ccccc3[nH]2)c2ccccc2c1=O | 9 | 7 | -9 | -3 | 99 | 105 | 4 | 100
O=c1c2cc3ccccc3n2cnn1Cc1ccccc1F | 1 | 0 | 7 | 3 | 97 | 103 | 5 | 102
COc1ccccc1NC(=O)COC(=O)/C=C/c1ccc(OC)c(OC)c1 | 5 | . | 1 | 9 | 99 | 100 | . | 100
Cc1nc(N2CCN(c3ccccn3)CC2)c2c(C)c(C(=O)Nc3c(F)cc(F)cc3Br)sc2n1 | -7 | 10 | -6 | 6 | 90 | 102 | 4 | 108
Nn1c(COc2ccccc2F)nnc1SCC(=O)NC1CC1 | 0 | -10 | 0 | 5 | 102 | 106 | 2 | 106
CCC1CC(CSC(=N)N)OC1=O (stereo unspecified) | 6 | 4 | -6 | 0 | 105 | 116 | -12 | 103
Cc1ccc(O)c(NC(=S)NC(=O)c2ccccc2Cl)c1 | 4 | -17 | 60* | -7 | 94 | 104 | 3 | 97
CCN(CC)C(=O)CSc1ncnc2c(-c3cccs3)nsc12 | -8 | 10 | 35 | -8 | 98 | 95 | -1 | 106
COc1ccc(NC(=O)Cn2c(=O)n(-c3ccccc3)c(=O)c3sccc32)c(OC)c1 | 5 | -12 | -3 | 4 | 96 | 101 | 0 | 96
O=C(O)CNS(=O)(=O)c1ccc(Br)s1 | -1 | 7 | 1 | -16 | 106 | 108 | 13 | 98
CCC(=O)NCCc1nc2ccccc2[nH]1 | 12 | -1 | 4 | -5 | 111 | 95 | -4 | 97
COc1ccccc1C(C)NC(=O)c1cc(=O)[nH]c2ccccc12 (stereo unspecified) | -1 | -8 | 3 | -2 | 62[may fluoresce violet] | 101[may fluoresce violet] | 2 | 194*[may fluoresce violet]
O=C(CCCO)N/N=C/c1cc(Br)ccc1O | 8 | -2 | 30 | 12 | 102 | 93 | 8 | 100
CC(=O)Nc1cccc(-n2nnc(SCC(N)=O)n2)c1 | 4 | -7 | 0 | 3 | 98 | 106 | 7 | 101
Cc1ccc(CNc2nc(N)c([N+](=O)[O-])c(Nc3ccc(F)cc3)n2)cc1 | 0 | 8 | 24 | 10 | 102 | 100 | 13 | 103
Cn1c(NC(=O)c2cc(-c3ccc4c(c3)OCO4)nc3ccccc23)cc(=O)n(C)c1=O | 0 | -2 | 16 | 6 | 95 | 86 | -23 | 102

Screening results: PubChem BioAssay, several laboratories
